# Mac1 fbg enh = enhancers of human CD11b/CD18 binding to fibrinogen; K562 CD11b/CD18 adhesion to fibrinogen, ATPlite luminescence; AID 1499; 93,000 tested, 0.07% active; activation, % at 10 µM;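 active = 10 µM primary screen giving 50% or more activity, confirmed by 40% or more on retest at that dose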; also: strong numbers were not always called active; reference of the scale not given here
# ERb SRC1 inh = ER-beta (human) coactivator binding inhibition. Q92731. AID 633. inhibition, % at 25.6 µM. TR-FRET ER-beta LBD / SRC1-Cy5 peptide binding; receptor agonist-loaded with 1 µM estradiol. 86,000 tested, 1.3% active;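 active = compounds whose percent inhibition of the receptor-coactivator binding signal exceeds about 50% in the single-dose screen, limit read from the data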;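 also: 0% = receptor plus peptide wells without compound and 100% = peptide-only wells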
# Target sequence (Q92731 whole entry, looked up, the tested form may be a part): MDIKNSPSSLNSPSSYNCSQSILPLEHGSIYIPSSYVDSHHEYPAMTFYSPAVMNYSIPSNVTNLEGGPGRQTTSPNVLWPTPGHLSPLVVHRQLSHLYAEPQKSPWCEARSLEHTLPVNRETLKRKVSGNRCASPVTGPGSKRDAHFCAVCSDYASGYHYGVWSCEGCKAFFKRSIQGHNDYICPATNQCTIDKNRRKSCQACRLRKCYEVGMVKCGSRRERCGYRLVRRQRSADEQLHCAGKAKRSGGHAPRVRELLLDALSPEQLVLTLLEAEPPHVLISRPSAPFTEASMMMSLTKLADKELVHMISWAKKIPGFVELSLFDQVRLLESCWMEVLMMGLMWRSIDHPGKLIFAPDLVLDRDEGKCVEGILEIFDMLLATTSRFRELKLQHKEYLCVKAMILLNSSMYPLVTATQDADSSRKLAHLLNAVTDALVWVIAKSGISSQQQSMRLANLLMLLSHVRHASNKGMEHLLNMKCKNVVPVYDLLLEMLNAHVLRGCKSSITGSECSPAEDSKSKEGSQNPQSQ
# Calb biofilm kill = kills Candida albicans biofilms; AID 834; inhibition, % at 6 µM; 85,000 tested, 0.14% active; C. albicans biofilm + clotrimazole, Alamar Blue;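 active = inhibition above 20%; inactive = inhibition below 20%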;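 also: preformed 24 hr biofilms exposed to compound for 48 hr; 0% = biofilm without compound and 100% = blank killed by clotrimazole plus chlorhexidine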
# Smad3 FoxH1 inh = inhibitors of human Smad3 transcription factor binding; 88,000 tested, 0.29% active; inhibition, % at 25 µM; P84022; AID 630; TR-FRET Smad3/Dy647-FoxH1 peptide binding, europium anti-His;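 active = compounds that reduce the energy-transfer binding signal between the protein and its labelled peptide by more than half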;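 also: 0% = Smad3 plus labelled peptide maximal FRET and 100% = peptide-only background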
# ERa SRC1 pot = enhances coactivator binding to human estrogen receptor alpha; P03372; TR-FRET ERalpha-LBD/SRC-Cy5 coactivator binding, 2 h; 100 = basal binding, no effect; coactivator binding (% of control), % at 25.6 µM; 86,000 tested, 1.3% active; AID 639; in the data active = activity above about 200%;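 also: binding measured in presence of low estradiol as agonist stimulus; 0% = peptide alone without receptor and 100% = receptor with peptide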
# Mac1 fbg inh = inhibitors of human CD11b/CD18 binding to fibrinogen | AID 1497 | K562 CD11b/CD18 adhesion to fibrinogen, ATPlite luminescence; Mn2+ added to activate the integrin | inhibition, % at 10 µM | P05107+P11215 | 93,000 tested, 0.54% active;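 active = primary inhibition of 50% or more at 10 µM, then 40% or more on retest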; also: some results filed as inactive read as strong as hits
# sEH act = activators of human soluble epoxide hydrolase; purified human sEH enzymatic activity, activator screen; P34913; 91,000 tested, 0.04% active; activation, % at 2 µM; in the data active = activation above about 37%; also: values of inactives mirror those of a sister screen read the other way
# Target sequence (P34913 whole entry, looked up): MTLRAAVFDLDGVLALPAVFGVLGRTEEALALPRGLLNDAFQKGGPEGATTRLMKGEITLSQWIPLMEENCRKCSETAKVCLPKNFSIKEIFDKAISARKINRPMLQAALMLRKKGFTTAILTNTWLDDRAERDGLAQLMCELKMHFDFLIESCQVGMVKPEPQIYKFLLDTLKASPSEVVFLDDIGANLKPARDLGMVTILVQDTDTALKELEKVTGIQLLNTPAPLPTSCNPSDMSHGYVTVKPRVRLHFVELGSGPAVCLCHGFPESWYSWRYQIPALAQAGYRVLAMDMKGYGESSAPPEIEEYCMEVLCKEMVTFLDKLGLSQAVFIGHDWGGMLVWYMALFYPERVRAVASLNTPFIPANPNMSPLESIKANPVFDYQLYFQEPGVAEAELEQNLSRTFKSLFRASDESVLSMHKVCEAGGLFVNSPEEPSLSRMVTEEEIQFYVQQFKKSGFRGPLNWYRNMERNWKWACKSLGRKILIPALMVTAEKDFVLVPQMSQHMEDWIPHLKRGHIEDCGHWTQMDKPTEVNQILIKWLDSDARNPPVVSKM
# sEH inhibitor = inhibitors of human soluble epoxide hydrolase. P34913. 91,000 tested, 0.34% active. inhibition, % at 2 µM. recombinant human sEH enzymatic activity assay; in the data active = inhibition above about 80%; also: values of inactives mirror those of a sister screen read the other way; many of its hits are not listed in these tables
# MT1-MMP txn act = activates MT1-MMP transcription; activation factor at 10 µM; 86,000 tested, 0.16% active; HT1080 MT1-MMP promoter luciferase reporter, luminescence, overnight; active compounds read high;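 active = activation factor of at least 2 for MT1-MMP transcription at 10 µM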
# An asterisk follows results filed as active; nt = not tested or not shown; [ ] = another dose, or the depositor's remark.
SMILES,Mac1 fbg enh,ERb SRC1 inh,Calb biofilm kill,Smad3 FoxH1 inh,ERa SRC1 pot,Mac1 fbg inh,sEH act,sEH inhibitor,MT1-MMP txn act
Cc1cc(NS(=O)(=O)c2ccc(NC(=S)NC(=O)c3ccc(Cl)cc3Cl)cc2)no1,1,nt,nt,nt,nt,7,5,-3,nt
O=C(C1CCC(=O)N1Cc1ccccc1Cl)N1CCN(c2ccc(F)cc2)CC1 (stereo unspecified),nt,1,4,-9,110[fluorescence artefact?],nt,17,-20,1.2
COc1ccc(/C=N/n2c(N)nc(-c3ccccc3)c2-c2ccccc2)cc1,0,nt,nt,nt,nt,16,8,-7,nt
O=C(NCc1ccccc1)c1cc(=O)[nH]c2ccccc12,-2,-6,2,7,90,-2,-5,4,1
CC(=O)Nc1ccc(C2Nc3ccccc3C(=O)N2C2CCCCC2)cc1 (stereo unspecified),-6,-8,5,-3,94,-2,1,-1,1.3
CCCc1cc(C(=O)Nc2ccc(F)cc2F)no1,-4,1,9,-11,100,13,2,-1,nt
N#C/C(=N\Nc1ccccc1F)C(=N)N1CCCCC1,nt,60*[fluorescence artefact?],-4,-1,128,nt,1,2,2*
CCCCC1CCC(C(=O)NC2CCS(=O)(=O)C2)CC1 (stereo unspecified),nt,17,8,3,110,nt,-30,31,1.2
CCn1c(SCC(=O)NCCc2ccccc2)nnc1-c1cccs1,5,-3,3,6,105,-12,14,-14,1
CCOC(=O)c1sc2nc(CC(=O)OC)nc(NCCN3CCOCC3)c2c1C,nt,1,5,6,97,nt,-5,4,1.1
CN(Cc1ccccc1)C(=O)c1ccc2c(c1)OCO2,nt,-2,0,2,110,nt,nt,nt,1.1
CCOC(=O)Cc1cnc(NC(=O)c2ccccc2)s1,0,-1,-5,-5,103,3,-26,27,1.3
COc1cccc(C(=O)Nc2ccc(N3CCN(S(C)(=O)=O)CC3)cc2)c1,-2,6[fluorescence artefact?],5,10,117,-40,-25,24,1.3
O=c1c2ccccc2nc(SCc2cc(=O)n3ccsc3n2)n1CCCO,1,nt,nt,nt,nt,4,18,-20,nt
COc1cc(OC)cc(-c2nc3cc(C)ccc3o2)c1,9,5,4,-8,93,-27,-9,13,1.3
COc1ccc(OC)c(NC(=O)Cc2coc3ccc4ccccc4c23)c1,-4,-2,4,-5,84,4,9,-7,1.2
CN1CCN(C(=O)c2ccc(Cl)c(S(=O)(=O)N3CCCCC3)c2)CC1,1,0[fluorescence artefact?],5,-5,144,-24,nt,nt,1.1
C=CCNC(=O)C1CC(=O)N(c2ccc(Br)cc2)C1 (stereo unspecified),1,95*[fluorescence artefact?],2,9,100[fluorescence artefact?],1,0,-1,1.1
CCN(CC)CCCNC(=O)C(C)n1nc(C)c2sc3ccccc3c2c1=O (stereo unspecified),6,3,5,13,98,0,3,-4,1
O=C(c1cnc(N2CCN(c3ncccn3)CC2)c2ccccc12)N1CCN(c2ccccn2)CC1,4,-9,5,6,90,19,19,-19,1.1
COCc1cc(Sc2c(Cl)cccc2Cl)nc(-c2ccccc2)n1,-1,nt,nt,nt,nt,6,-2,2,nt
CCOc1ccc(C2C(C(=O)C3CC3)N3C=C(C#N)C=CC3C2(C#N)C#N)cc1 (stereo unspecified),-1,nt,nt,nt,nt,0,5,-3,nt
O=c1c2c(nc3c(-c4ccccc4)c[nH]n13)CCC2,nt,20,-1,-14,80[fluorescence artefact?],nt,3,-3,1.2
O=C(CSc1nnc(-c2ccc(O)cc2)o1)Nc1ccc2c(c1)OCCO2,1,nt,nt,nt,nt,-20,-27,28,nt
CC(CCc1ccccc1)NCc1ccncc1 (stereo unspecified),0,-6,7,-13,107,57,5,-7,1.2
CC1=C(C(=O)Nc2ccccc2)C(c2ccc(C)o2)n2ncnc2N1 (stereo unspecified),-1,-8,11,11,95,1,nt,nt,1
Cc1cc(NC(=O)Cc2cn3ccsc3n2)n(-c2ccccc2)n1,10,1,-5,4,112,-26,-9,7,1
O=C(c1oc(=O)c2ccccc2c1-c1ccccc1)N1CCOCC1,nt,0,3,2,106[fluorescence artefact?],nt,nt,nt,1.3
CC(=O)c1cccc(NC(=O)c2c(F)c(F)c(F)c(F)c2F)c1,-2,-5,-1,8,112,-4,nt,nt,1.2
CCOC(=O)C1CCN(S(=O)(=O)c2cc(Br)cc3c2N(C(C)=O)C(C)C3)CC1 (stereo unspecified),nt,0[fluorescence artefact?],2,2,82,nt,nt,nt,1

# 3 compounds from above, ordered by the value under ERb SRC1 inh, largest number first:
Compound	ERb SRC1 inh
O=c1c2c(nc3c(-c4ccccc4)c[nH]n13)CCC2	20
Cc1cc(NC(=O)Cc2cn3ccsc3n2)n(-c2ccccc2)n1	1
CC(CCc1ccccc1)NCc1ccncc1 (stereo unspecified)	-6

# Next section
SMILES,Mac1 fbg enh,ERb SRC1 inh,Calb biofilm kill,Smad3 FoxH1 inh,ERa SRC1 pot,Mac1 fbg inh,sEH act,sEH inhibitor,MT1-MMP txn act
CCCCn1c2nc3ccccc3nc2c2c(=O)n(C(C)CC)cnc21 (stereo unspecified),-7,1[fluorescence artefact?],0,8,99,-1,9,-11,1.1
c1ccc(-c2cnc(SCCN3CCOCC3)n2CC2CCCO2)cc1 (stereo unspecified),nt,-3[fluorescence artefact?],1,-13,122,nt,0,0,1.3
c1ccc(Cn2c(-c3ccco3)nc3nc4ccccc4nc32)cc1,0,18[fluorescence artefact?],8,11,88[fluorescence artefact?],10,38*,-40,1.6
CCC(C)(C)n1nnnc1C(c1ccc(OC)c(OC)c1)N1CCN(c2ccccc2)CC1 (stereo unspecified),1,4,0,-4,98,-3,-3,4,1
Cc1ccc(CNC(=O)C(C)OC(=O)c2ccco2)cc1 (stereo unspecified),-1,-7,6,0,114,-14,nt,nt,1.1
CCOCCn1c(CN2CCN(c3cccc(Cl)c3)CC2)nc2c1c(=O)n(C)c(=O)n2C,0,-9[fluorescence artefact?],8,13,115,14,13,-13,1
CCn1nnnc1-c1ccc(OC)c(S(=O)(=O)N2CCCCC2)c1,0,22,4,-4,102[fluorescence artefact?],-17,-4,6,1
COC(=O)c1cccc(OC(N)=O)c1,0,-7,1,10,121,-8,-2,1,1
Cc1ccc(-n2c(N)c(C#N)c(-c3ccc(Cl)cc3)c(C#N)c2=O)cc1,0,nt,nt,nt,nt,-14,-4,7,nt
CCCCC(=O)Nc1c(C)cc(C)cc1Cl,9,21,12,-7,93,-39,-10,11,nt
CCOc1ccc(-n2c(N)c(C(=O)NCc3cccnc3)sc2=S)cc1,nt,-5,4,1,105,nt,1,2,1
COc1cc(C(=O)OCC(=O)c2c[nH]c3ccccc23)ccc1OCC(=O)N1CCOCC1,-3,16,7,12,163,-3,0,2,1.2
COc1cccc(-c2csc(NC(=O)Oc3ccccc3)n2)c1,-6,nt,nt,nt,nt,-6,2,0,nt
O=C(Nc1ccccc1C(F)(F)F)c1cccnc1,1,-8,3,7,120,3,-1,2,1.1
CN(Cc1ccccc1)C(=O)c1cc2ccccc2o1,-3,-4,3,-15,97,5,3,0,1.3
CCOC(=O)c1ccccc1NC(=O)C1COc2ccccc2O1 (stereo unspecified),-2,1,9,-6,69,-6,-6,7,1.2
COC1(c2cc(-c3ccccc3)nc(N)n2)CCCCC1,-2,0,8,3,97,25,2,-4,1.1
Clc1ccc(OCc2nn3c(-c4ccccc4)nnc3s2)c(Cl)c1,12,-12,6,10,76,5,-4,9,1
O=C(c1ccc2c(=O)n(-c3ccccc3)c(=O)[nH]c2c1)N1CCN(c2ccc(F)cc2)CC1,-2,-16[fluorescence artefact?],5,1,106[fluorescence artefact?],21,nt,nt,1.1
COc1cccc(N2CCN(C3CC(=O)N(c4ccc(F)c(Cl)c4)C3=O)CC2)c1 (stereo unspecified),-5,-2[fluorescence artefact?],8,-2,96,-2,10,-10,1.2

# Fetched by structure from the list above:
SMILES,Mac1 fbg enh,ERb SRC1 inh,Calb biofilm kill,Smad3 FoxH1 inh,ERa SRC1 pot,Mac1 fbg inh,sEH act,sEH inhibitor,MT1-MMP txn act
COc1cccc(N2CCN(C3CC(=O)N(c4ccc(F)c(Cl)c4)C3=O)CC2)c1 (stereo unspecified),-5,-2[fluorescence artefact?],8,-2,96,-2,10,-10,1.2
O=C(Nc1ccccc1C(F)(F)F)c1cccnc1,1,-8,3,7,120,3,-1,2,1.1
Clc1ccc(OCc2nn3c(-c4ccccc4)nnc3s2)c(Cl)c1,12,-12,6,10,76,5,-4,9,1
CCOC(=O)c1ccccc1NC(=O)C1COc2ccccc2O1 (stereo unspecified),-2,1,9,-6,69,-6,-6,7,1.2

# Carrying on:
SMILES,Mac1 fbg enh,ERb SRC1 inh,Calb biofilm kill,Smad3 FoxH1 inh,ERa SRC1 pot,Mac1 fbg inh,sEH act,sEH inhibitor,MT1-MMP txn act
COc1cc(NC(=O)CCn2c(=O)[nH]c3ccsc3c2=O)cc(OC)c1,nt,-4,11,4,83,nt,-6,7,1
CCn1c(SCC(=O)NCCc2ccc(Cl)cc2)nnc1-c1cccs1,-2,4,5,7,107,-21,2,2,1.1
COC(=O)CSc1nnc([C@H](Cc2ccccc2)NC(=O)OC(C)(C)C)o1,-2,-6,3,7,103,2,6,-8,1.2
COc1cccc(OC)c1C(=O)Nc1ccc2c(c1)OCCO2,-3,-3,8,8,96,-6,-4,5,1.2
Cc1ccccc1Nc1nc(-c2sc(NC(=O)c3ccco3)nc2C)cs1,55,nt,nt,nt,nt,-7,-22,21,nt
Cc1ccc(Nc2nc3ccccc3o2)cc1F,-3,nt,nt,nt,nt,-23,12,-14,nt
O=C(NC1CCCCC1)C1CC(=O)N(c2ccc(Cl)cc2)C1 (stereo unspecified),-4,9,11,-9,118,7,15,-16,1.1
NC(=O)c1c(-c2cccs2)csc1N,0,12,8,4,100[fluorescence artefact?],-17,-13,12,1
Cn1c(=NCC(O)COc2ccccc2)sc2ccccc21 (stereo unspecified),-1,-3,9,6,113,5,11,-11,1
O=C(CSc1ccc2c(c1)OCCO2)NCC1CCCO1 (stereo unspecified),-6,12,9,-7,85,8,26,-24,1.2

# By substructure, those above containing a thiophene ring, fused or not
SMILES,Mac1 fbg enh,ERb SRC1 inh,Calb biofilm kill,Smad3 FoxH1 inh,ERa SRC1 pot,Mac1 fbg inh,sEH act,sEH inhibitor,MT1-MMP txn act
CCn1c(SCC(=O)NCCc2ccccc2)nnc1-c1cccs1,5,-3,3,6,105,-12,14,-14,1
CCOC(=O)c1sc2nc(CC(=O)OC)nc(NCCN3CCOCC3)c2c1C,nt,1,5,6,97,nt,-5,4,1.1
CCN(CC)CCCNC(=O)C(C)n1nc(C)c2sc3ccccc3c2c1=O (stereo unspecified),6,3,5,13,98,0,3,-4,1
COc1cc(NC(=O)CCn2c(=O)[nH]c3ccsc3c2=O)cc(OC)c1,nt,-4,11,4,83,nt,-6,7,1
CCn1c(SCC(=O)NCCc2ccc(Cl)cc2)nnc1-c1cccs1,-2,4,5,7,107,-21,2,2,1.1
NC(=O)c1c(-c2cccs2)csc1N,0,12,8,4,100[fluorescence artefact?],-17,-13,12,1

# Additional records.
SMILES,Mac1 fbg enh,ERb SRC1 inh,Calb biofilm kill,Smad3 FoxH1 inh,ERa SRC1 pot,Mac1 fbg inh,sEH act,sEH inhibitor,MT1-MMP txn act
CCOc1cc(/C=N/N=C(/N)c2nonc2N)cc(Br)c1OCc1ccc(Cl)cc1,1,-13,5,13,110,8,10,-14,1.2
Cc1ccc2c(c1)C(O)(CC(=O)c1cccnc1)C(=O)N2 (stereo unspecified),-5,-16[fluorescence artefact?],6,3,97,-35,-6,5,1.2
O=C(CCC(=O)N(CC(=O)NC1CCCCC1)c1ccc2c(c1)OCO2)Nc1ccccn1,1,16,7,-4,104,10,nt,nt,1.6
Nc1ccc2nc(-c3ccccc3)[nH]c2c1,nt,25[fluorescence artefact?],-5,-6,80[fluorescence artefact?],nt,5,-6,1.7

# Only part of the results is shown, so the mix of outcomes need not match the whole.
